Source: PubChem BioAssay
RORgamma inh – qHTS for inhibitors of ROR gamma transcriptional activity | actives 5.4% (n = 310,000) | Nuclear receptor ROR-gamma (Mus musculus), P51450 | Potency, µM (highest dose often 53.6 µM), without a hit: at the highest dose activity change, negative = inhibition, actives largely listed as inhibitors | Drosophila S2 Gal4-RORgamma UAS-luciferase reporter, 20 h; note: potency is the fitted concentration of half-maximal effect; % is set by controls: 0 for no effect and ±100 for the full control effect; nearly all actives have a fitted effect of over 60% in size
Target sequence (P51450 whole entry, looked up, the tested form may be a part): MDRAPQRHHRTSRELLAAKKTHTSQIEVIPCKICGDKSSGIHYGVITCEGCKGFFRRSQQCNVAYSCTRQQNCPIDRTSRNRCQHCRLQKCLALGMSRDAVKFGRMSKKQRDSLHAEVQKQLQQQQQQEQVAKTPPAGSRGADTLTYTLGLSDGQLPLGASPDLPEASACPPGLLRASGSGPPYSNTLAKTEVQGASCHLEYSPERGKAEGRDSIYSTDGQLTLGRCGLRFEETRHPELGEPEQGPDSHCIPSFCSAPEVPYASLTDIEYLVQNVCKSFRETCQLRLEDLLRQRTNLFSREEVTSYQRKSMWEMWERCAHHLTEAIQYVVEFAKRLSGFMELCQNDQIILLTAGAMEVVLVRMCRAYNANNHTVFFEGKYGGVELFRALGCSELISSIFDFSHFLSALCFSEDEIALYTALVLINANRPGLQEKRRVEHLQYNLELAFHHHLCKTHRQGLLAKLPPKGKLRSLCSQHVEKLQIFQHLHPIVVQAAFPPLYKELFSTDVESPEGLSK
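Stable Schneider cell line, Gal4 DNA-binding domain fused to ROR gamma, UAS-luciferase. Cmpd 1 hr RT → CuSO4 700 uM final → 20 hr RT → luciferase reagent 10 min → luminescence.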
p53 reactivation – qHTS assay for re-activators of p53 using a Luc reporter; H1299 p53-A138V BP100-luciferase reporter, luminescence, 24 h; Potency, µM (top dose mostly 92.2 µM), for inactives: at the highest dose activity change, positive = activation, hits mostly activators; actives 0.063% (n = 320,000); note: potency is the fitted concentration of half-maximal effect; % of control where 0% means no effect; nearly all actives have a fitted effect of over 45% in size
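H1299 (p53-null), stable ts p53-A138V + BP100-Luc; 1000 cells/well, Opti-MEM/10% FBS; cpd 4 pt, 1:5; 24 h, 37 deg C, 5% CO2; detection reagent 10 min RT; luminescence.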
NPC1 prom act – qHTS Assay for NPC1 Promoter Activators. Potency, µM (top dose mostly 9.22 µM), without a hit: top-dose activation, usual class: activators. Huh7 NPC1 promoter luciferase reporter, 24 h. actives 2.4% (n = 320,000);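 note: potency is the fitted concentration of half-maximal effect; % of control where 0% means no effect; nearly all actives have a fitted effect of over 60% in size; reporter is driven by a mutant NPC1 promoter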
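NPC1 promoter–luciferase Huh7 cells; 24 h compound; luminescence.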
Rab9 promoter act – qHTS Assay for Rab9 Promoter Activators; actives 2.8% (n = 320,000); Huh7 Rab9 promoter-luciferase reporter, luminescence, 24 h; AID 485297, 2010; Potency, µM (titrated, usually from 9.22 µM), inactives show at the highest dose activation, negative = inhibition, usual class: activators; note: potency is the fitted concentration of half-maximal effect; % of control where 0% means no effect; nearly all actives have a fitted effect of over 60% in size
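Using Huh7 cells stably transfected with Rab9 promoter–luciferase, compounds were incubated 24 h at 37 °C, 5% CO2; luciferase luminescence was read 10 min after reagent addition.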
Giardia kill – Small Molecules that selectively kill Giardia lamblia: qHTS. Giardia lamblia trophozoite viability. activity change, % at 7.66 µM, hits read low. actives 0.15% (n = 340,000); in the data active = activity change below about -80%; inconclusive = between about -30% and that limit;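 note: parasites exposed to compound for two days anaerobically before the ATP read; % is set by controls: 0 for no effect and ±100 for the full control effect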
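Compounds were tested on trophozoites seeded at 100 cells/well and held 48 hrs at 37 deg C anaerobically. An ATP-based luminescent kit measured the remaining live cells.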
FLuc counter – qHTS profiling assay for firefly luciferase inhibitor/activator using purifed enzyme and Km concentrations of substrates (counterscreen for miR-21 project); Potency, µM (series often up to 57.5 µM), for inactives: top-dose activity change, negative = inhibition, usual class: inhibitors; actives 6.9% (n = 360,000); purified FLuc, Km substrates, luminescence inhibition; AID 588342, 2011; Luciferin 4-monooxygenase (Photinus pyralis), P08659;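 note: potency is the fitted concentration of half-maximal effect; plate controls were vehicle for no effect and reference inhibitor for full effect; nearly all actives have a fitted effect of over 55% in size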
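Biochemical qHTS of compounds, final roughly 60 µM downward over six points, against 10 nM purified firefly luciferase using Km concentrations of substrates (10 uM D-luciferin, 10 uM ATP) in Tris acetate pH 7.5 buffer; luminescence output.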
BRCA1 expr act – qHTS Assay to Identify Small Molecule Activators of BRCA1 Expression; MCF7-BRCA1-FFLuc reporter, luminescence, 48 h; response scale: scaled: vehicle 0%, 10 µM genistein 100%; Potency, µM (highest dose often 46.1 µM), without a hit: at the highest dose activation, hits mostly activators; actives 1.1% (n = 380,000); note: potency is the fitted concentration of half-maximal effect; nearly all actives have a fitted effect of over 80% in size; some results filed as inactive show a strong effect at the top dose
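Luminescence from a BRCA1-driven firefly luciferase in MCF7 cells was the read-out, taken 15 min after substrate addition following 48 h compound exposure at 37 °C. Data were normalized to a 10 microM genistein control and DMSO vehicle.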
Gal4-VP16 FLuc – VP16 counterscreen qHTS for inhibitors of ROR gamma transcriptional activity; AID 2546, 2010; actives 3.5% (n = 310,000); Drosophila S2 Gal4-VP16 UAS-luciferase, luminescence, 20 h; Potency, µM (top dose mostly 53.6 µM), without a hit: at the highest dose activity, negative = inhibition, usual class: inhibitors;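 note: Gal4-VP16 expression switched on by copper sulfate through the metallothionein promoter; potency is the fitted concentration of half-maximal effect; % is set by controls: 0 for no effect and ±100 for the full control effect; nearly all actives have a fitted effect of over 50% in size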
Menin-MLL TR inh – qHTS Assay for Inhibitors Targeting the Menin-MLL Interaction in MLL Related Leukemias: Competition With Texas Red Labeled MLL-derived Mutant Peptide; O00255; Menin + Texas Red MLL mutant peptide, fluorescence polarization; Potency, µM (top dose mostly 61.6 µM), without a hit: at the top dose FP activity change, negative = inhibition, hits mostly inhibitors; actives 0.23% (n = 270,000); AID 1768, 2009; active = well fitted inhibition curve with a large enough effect in the polarisation, with a control signal flat, not every such curve was filed as active; inconclusive = small, poorly fitted or top-dose-only effect, or effect the other way, or a change in a side signal; inactive = no such curve, though single readings can be large or run the other way; the % refers to the polarisation; note: potency is the fitted concentration of half-maximal effect; % of control where 0% means no effect; many of its hits are not listed in these tables
PKM2 activator – qHTS Assay for Activators of Human Muscle isoform 2 Pyruvate Kinase; actives 0.34% (n = 260,000); Potency, µM (highest dose often 57.5 µM), for inactives: at the highest dose activation, hits mostly activators; purified PKM2, Kinase-Glo ATP luminescence, activation; response scale: 0% is enzyme alone, no compound; note: potency is the fitted concentration of half-maximal effect; % is set by controls: 0 for no effect and ±100 for the full control effect; nearly all actives have a fitted effect of over 55% in size
Target sequence (P14618 whole entry, looked up, canonical isoform): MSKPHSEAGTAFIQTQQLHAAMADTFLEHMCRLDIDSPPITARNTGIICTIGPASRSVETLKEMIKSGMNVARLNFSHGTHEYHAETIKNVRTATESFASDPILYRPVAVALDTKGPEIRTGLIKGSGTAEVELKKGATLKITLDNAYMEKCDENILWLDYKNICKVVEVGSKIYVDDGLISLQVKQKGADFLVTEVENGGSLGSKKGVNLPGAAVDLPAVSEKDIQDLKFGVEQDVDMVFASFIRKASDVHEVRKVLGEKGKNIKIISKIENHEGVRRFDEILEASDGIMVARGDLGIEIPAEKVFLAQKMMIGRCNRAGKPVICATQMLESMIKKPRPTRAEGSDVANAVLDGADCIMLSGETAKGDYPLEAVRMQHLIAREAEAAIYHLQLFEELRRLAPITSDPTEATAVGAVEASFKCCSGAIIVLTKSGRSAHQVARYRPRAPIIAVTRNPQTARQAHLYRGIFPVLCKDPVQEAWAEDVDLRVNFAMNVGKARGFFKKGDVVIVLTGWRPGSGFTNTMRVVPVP
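ATP formation by purified human PK-M2, quantified via coupled luciferase luminescence after 1 h at room temperature with 0.1 mM ADP and 0.5 mM PEP final.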
ELG1 genotox – qHTS screen for small molecules that induce genotoxicity in human embryonic kidney (HEK293T) cells expressing luciferase-tagged ELG1 | HEK293T ELG1-luciferase reporter, luminescence, 16 h | actives 1.3% (n = 330,000) | Potency, µM (highest dose often 46 µM), inactives show top-dose activity change, positive = activation, most hits filed as activators; note: potency is the fitted concentration of half-maximal effect; % of control where 0% means no effect; nearly all actives have a fitted effect of over 60% in size
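After overnight (16 hr) compound treatment at 37 °C, ELG1-luciferase HEK293T cells were lysed with ONE-Glo; luminescence quantified 30 min later at room temperature.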
Starred values were filed as active, the others as inactive; [ ] = dose if it differs, or a comment. Unless noted, calls come from the whole dose curve; as a rule, active = well fitted curve in the direction sought with a large enough effect; inconclusive = small, poorly fitted or top-dose-only effect, or another doubt; inactive = no such curve, though single readings can be large; an effect the other way counts as inactive or inconclusive. These rows are one share of the data. The share of hits here may be higher or lower than overall.

Results for Cc1ccc(CN2C(=O)CN=C(c3ccccc3)c3ccccc32)cc1 ?
RORgamma inh: -3%[10 µM]; p53 reactivation: -3%; NPC1 prom act: -7%; Rab9 promoter act: 1%; Giardia kill: -4; FLuc counter: 8%; BRCA1 expr act: -36%; Gal4-VP16 FLuc: -4%; Menin-MLL TR inh: 2%; PKM2 activator: 0%; ELG1 genotox: -4%

Results for Fc1ccc(CCNCc2ccccc2Cl)cc1 ?
RORgamma inh: 26%; p53 reactivation: 8%; NPC1 prom act: -1%; Rab9 promoter act: 2%; Giardia kill: -20; FLuc counter: -13%; BRCA1 expr act: 34%; Gal4-VP16 FLuc: 7%; Menin-MLL TR inh: -9%; PKM2 activator: 4%; ELG1 genotox: 9%

Results for COc1cccc(NC(=O)N2CCC3(CC2)OCCO3)c1 ?
RORgamma inh: -15%[10 µM]; p53 reactivation: inconclusive; NPC1 prom act: 17%; Rab9 promoter act: 29%; Giardia kill: 3; FLuc counter: inconclusive; BRCA1 expr act: 11µM*; Gal4-VP16 FLuc: 3%; Menin-MLL TR inh: 7%; PKM2 activator: -19%; ELG1 genotox: 11%

How did CC(C)Oc1ccc(C2(C#N)CC[N+](C)(C)CC2)cc1 do in these assays?
RORgamma inh: 4%; p53 reactivation: -1%; NPC1 prom act: -2%; Rab9 promoter act: -1%; Giardia kill: -22; FLuc counter: 5%; BRCA1 expr act: 21%; Gal4-VP16 FLuc: 7%; Menin-MLL TR inh: 4%; PKM2 activator: 7%; ELG1 genotox: -2%

What do the screens show for `O=C1NC(=O)N(C2CCCCC2)C(=O)C1C1c2ccccc2C(=O)N1Cc1ccccc1` (stereo not drawn)?
RORgamma inh: -12%; p53 reactivation: -19%; NPC1 prom act: -3%; Rab9 promoter act: -6%; Giardia kill: -27; FLuc counter: -1%; BRCA1 expr act: -23%; Gal4-VP16 FLuc: -10%; Menin-MLL TR inh: 9%; PKM2 activator: 1%; ELG1 genotox: 0%

Results for COc1ccc(CN2C(=O)NC(=O)/C(=C/c3ccc([N+](=O)[O-])s3)C2=O)cc1 ?
RORgamma inh: 6%; p53 reactivation: 8%; NPC1 prom act: -6%; Rab9 promoter act: -3%; Giardia kill: -20; FLuc counter: inconclusive; BRCA1 expr act: -15%; Gal4-VP16 FLuc: -19%; PKM2 activator: 9%; ELG1 genotox: 3%

What do the screens show for `COC(=O)C1=C(c2ccc(F)cc2OCc2ccccc2)C[C@@H]2CC[C@H]1N2C(=O)NCc1ccc([N+](=O)[O-])cc1`?
p53 reactivation: -7%; NPC1 prom act: -7%; Rab9 promoter act: -3%; Giardia kill: inconclusive; FLuc counter: -1%; BRCA1 expr act: -48%; ELG1 genotox: -1%

What do the screens show for `CCn1c(O)c(C=NCCN2CCOCC2)c(=O)n(CC)c1=S`?
RORgamma inh: 9%; p53 reactivation: 2%; NPC1 prom act: -26%; Rab9 promoter act: -3%; Giardia kill: 4; FLuc counter: 0%; BRCA1 expr act: -17%; Gal4-VP16 FLuc: -14%; PKM2 activator: -3%; ELG1 genotox: -4%

Results for O=c1c2ccccc2nc(/C=C/c2ccc(O)cc2)n1-c1ccc(O)cc1 ?
RORgamma inh: -25%; p53 reactivation: -7%; NPC1 prom act: 0%; Rab9 promoter act: -3%; Giardia kill: -3; FLuc counter: 4%; BRCA1 expr act: -31%; Gal4-VP16 FLuc: 1%; Menin-MLL TR inh: 60%[activator]; ELG1 genotox: -3%

How did C=CCn1c(O)c(C(C)=NCc2cc(OC)cc(OC)c2)c(=O)[nH]c1=O do in these assays?
RORgamma inh: 24%; p53 reactivation: -16%; NPC1 prom act: 2%; Rab9 promoter act: inconclusive; Giardia kill: 6; FLuc counter: 8%; BRCA1 expr act: -91%; Gal4-VP16 FLuc: -7%; Menin-MLL TR inh: -17%; PKM2 activator: 15%; ELG1 genotox: -11%

Results for O=C(Cc1ccccc1)N1CCN(Cc2c[nH]c3ccccc23)CC1 ?
RORgamma inh: 30%; p53 reactivation: 2%; NPC1 prom act: 6%; Rab9 promoter act: 5%; Giardia kill: 29; FLuc counter: 1%; BRCA1 expr act: -38%; Gal4-VP16 FLuc: -10%; Menin-MLL TR inh: -1%; PKM2 activator: 0%; ELG1 genotox: -2%

What do the screens show for `CC(C)n1nnnc1CN1CCN(C)CC1`?
RORgamma inh: 1%; p53 reactivation: 0%; NPC1 prom act: -2%; Rab9 promoter act: 1%; Giardia kill: -15; FLuc counter: 2%; BRCA1 expr act: -32%; Gal4-VP16 FLuc: -10%; Menin-MLL TR inh: 0%; PKM2 activator: -5%; ELG1 genotox: 4%

Results for COc1ccc(C=O)cc1 ?
RORgamma inh: 2%; p53 reactivation: 5%; NPC1 prom act: 2%; Rab9 promoter act: 2%; Giardia kill: 28; FLuc counter: 1%; BRCA1 expr act: 7%; Gal4-VP16 FLuc: 2%; ELG1 genotox: 1%

Results for CC(=O)N1CCN(CC(=O)Nc2ccc(C#N)c(Cl)c2)CC1 ?
RORgamma inh: inconclusive; p53 reactivation: 2%; NPC1 prom act: -3%; Rab9 promoter act: 0%; Giardia kill: 9; FLuc counter: 1%; BRCA1 expr act: 1%; Gal4-VP16 FLuc: -27%; Menin-MLL TR inh: -13%; PKM2 activator: 10%; ELG1 genotox: 0%

Results for O=C(c1cc2c(s1)CCCC2)N1CCC2(CC1)OCCO2 ?
RORgamma inh: 16%; p53 reactivation: inconclusive; NPC1 prom act: 17%; Rab9 promoter act: 14%; Giardia kill: -9; FLuc counter: -19%; BRCA1 expr act: 74%; Gal4-VP16 FLuc: -1%; Menin-MLL TR inh: -9%; PKM2 activator: -3%; ELG1 genotox: inconclusive

How did Cc1ccccc1-c1nc2ccccc2c(=O)n1C do in these assays?
RORgamma inh: -6%[1.91 µM]; p53 reactivation: 6%; NPC1 prom act: 4%; Rab9 promoter act: -5%; Giardia kill: -6; FLuc counter: -5%; BRCA1 expr act: -8%; Gal4-VP16 FLuc: -11%; Menin-MLL TR inh: 4%; PKM2 activator: 3%; ELG1 genotox: 4%

What do the screens show for `COc1ccc(CC2C(=O)N(c3ccccc3)C(=O)N(c3ccccc3)C2=O)c(OC)c1`?
RORgamma inh: -12%; p53 reactivation: 3%; NPC1 prom act: -1%; Rab9 promoter act: 9%; Giardia kill: -6; FLuc counter: 0%; BRCA1 expr act: 1%; Gal4-VP16 FLuc: 12%; Menin-MLL TR inh: 13%; PKM2 activator: -1%; ELG1 genotox: 5%

How did COc1ccccc1OCC(=O)N1CCCC(N2CCN(c3ccc(F)cc3)CC2)C1 (stereo not drawn) do in these assays?
RORgamma inh: 6%; p53 reactivation: -7%; NPC1 prom act: 1%; Rab9 promoter act: 0%; Giardia kill: 6; FLuc counter: -2%; BRCA1 expr act: -5%; Gal4-VP16 FLuc: 15%; PKM2 activator: -7%; ELG1 genotox: -9%

What do the screens show for `Cc1ccc(/C=C2\C(=O)NC(=O)N(CCc3ccc(F)cc3)C2=O)s1`?
RORgamma inh: 5%; p53 reactivation: 5%; NPC1 prom act: 3%; Rab9 promoter act: 7%; Giardia kill: 10; FLuc counter: -13%; BRCA1 expr act: 6%; Gal4-VP16 FLuc: 10%; Menin-MLL TR inh: 28%; PKM2 activator: -6%; ELG1 genotox: 16%

What do the screens show for `O=C1C2CCCN2C(c2cccs2)N1c1ccccn1` (stereo not drawn)?
RORgamma inh: -19%; p53 reactivation: 9%; NPC1 prom act: 3%; Rab9 promoter act: 8%; Giardia kill: 18; FLuc counter: -3%; BRCA1 expr act: -5%; Gal4-VP16 FLuc: -2%; Menin-MLL TR inh: 0%; PKM2 activator: -14%; ELG1 genotox: -7%

What do the screens show for `C=CCNC(=O)c1c(N)n(Cc2ccco2)c2nc3ccccc3nc12`?
RORgamma inh: 39%; p53 reactivation: -9%; NPC1 prom act: -1%; Rab9 promoter act: -2%; Giardia kill: -11; FLuc counter: -2%; BRCA1 expr act: -65%; Gal4-VP16 FLuc: -2%; Menin-MLL TR inh: 39%[activator]; PKM2 activator: 3%; ELG1 genotox: -4%
